# CHO-K1 Ca antag – M1 antagonist counterscreen hit in parental CHO-K1 cells; ATP-induced calcium, Fluo-8 fluorescence; inhibition, % at 3 µM; 0.6% of 360,000 active; AID 602250;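 active means inhibition above a per-plate cutoff, the plate's mean sample inhibition plus 3 SD, cut at about 24% in these data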;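 further: 0% = DMSO plus EC80 ATP and 100% = DMSO alone without ATP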
# CHO-K1 Ca ag – counter-screen for M1 agonists: effect in parental CHO-K1 cells; Fluo-8 calcium fluorescence; scaled to maximal ATP response, vehicle zero; activation, % at 3 µM; 0.48% of 360,000 active; AID 602248, 2012; in the data active means activation above about 15%;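 further: untransfected CHO-K1 host cells lacking M1 receptor as counterscreen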
# M1 PAM parental – nonselective calcium activators in parental CHO-K1 cells, primary screen, counter-screen for M1 PAM project, cell-based, Fluo-8 calcium fluorescence, full deck, 1536-well; 0.02% of 360,000 active; activation, % at 3 µM; ATP EC20; 0% at ATP EC20, 100% at ATP max;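 active means activation above the run cutoff, the mean activation of all test compounds plus 3 SD, cut at about 40% in these data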;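 further: peak over basal fluorescence ratio in a 140 s read after ATP addition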
# CHRM1 agonist – human M1 muscarinic receptor agonists, primary screen, Fluo-8 calcium fluorescence, CHO-K1 cells, HTS; Muscarinic acetylcholine receptor M1 (Homo sapiens), P11229; activation, % at 3 µM; 0.33% of 360,000 active; CHO-K1 hM1, agonist mode; 0% DMSO, 100% acetylcholine EC100; AID 588814, 2011;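 active means activation above the run's mean compound activation plus 3 SD, cut at about 16% in these data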;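 further: peak over basal fluorescence ratio within a 140 s kinetic read after compound addition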
# Target sequence (P11229 whole entry, looked up): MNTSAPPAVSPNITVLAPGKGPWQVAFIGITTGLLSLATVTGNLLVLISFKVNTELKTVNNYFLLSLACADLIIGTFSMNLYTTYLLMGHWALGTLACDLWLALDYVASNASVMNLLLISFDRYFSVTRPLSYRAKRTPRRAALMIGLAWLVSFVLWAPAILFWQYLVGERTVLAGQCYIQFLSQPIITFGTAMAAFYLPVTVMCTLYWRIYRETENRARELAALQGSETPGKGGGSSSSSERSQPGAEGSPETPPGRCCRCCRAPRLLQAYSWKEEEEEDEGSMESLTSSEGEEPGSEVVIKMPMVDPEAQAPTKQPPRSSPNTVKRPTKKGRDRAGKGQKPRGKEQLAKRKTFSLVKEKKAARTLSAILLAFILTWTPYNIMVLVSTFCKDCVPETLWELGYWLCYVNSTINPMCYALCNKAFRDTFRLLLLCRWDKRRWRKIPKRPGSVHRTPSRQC
# OXTR potentiate – human OXTR potentiators, primary screen, fluorescence, CHO-OTR cells, Fluo-8 calcium | Oxytocin receptor (Homo sapiens), P30559 | Fluo-8 calcium fluorescence, potentiator mode; 0% = oxytocin EC15, 100% = EC100 | activation, % at 3 µM | AID 2445, 2010 | 0.061% of 320,000 active;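 active means activation above that plate's cutoff, the mean activation of tested compounds plus 3 SD, cut at about 6.6% in these data, passing the limit was not always enough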;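 further: 100% uses oxytocin at 75 nM as the full agonist control; some results filed as inactive read as strong as hits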
# Target sequence (P30559 whole entry, looked up): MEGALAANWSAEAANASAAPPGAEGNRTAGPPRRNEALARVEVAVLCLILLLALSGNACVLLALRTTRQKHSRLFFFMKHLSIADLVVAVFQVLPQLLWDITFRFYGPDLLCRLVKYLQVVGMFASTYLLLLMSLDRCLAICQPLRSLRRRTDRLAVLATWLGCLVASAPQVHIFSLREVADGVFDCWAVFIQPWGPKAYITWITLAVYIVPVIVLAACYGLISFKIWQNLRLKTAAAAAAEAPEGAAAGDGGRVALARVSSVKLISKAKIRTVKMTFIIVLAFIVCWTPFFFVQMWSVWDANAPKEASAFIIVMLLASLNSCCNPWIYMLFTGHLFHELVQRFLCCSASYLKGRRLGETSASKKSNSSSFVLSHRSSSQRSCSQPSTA
#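 System: human OTR in CHO cells; Also added: sub-maximal oxytocin, roughly EC15; Timing: compound 6 min at room temperature before oxytocin, 100 s read; Technique: Fluo-8 intracellular calcium fluorescence, ex 470-495, em 515-575 nm; Controls: oxytocin EC15 low and EC100 high; Replication: singlicate.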
# TAAR1 antagonist – human TAAR1 antagonists, primary screen, Fluo-8 calcium fluorescence, CHO RD-HGA16 cells; antagonist; inhibition, % at 3 µM; 1.5% of 360,000 active;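 active means inhibition above a per-plate cutoff, the mean inhibition of test compounds on that plate plus 3 SD, cut at about 49% in these data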;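 further: 0% = DMSO plus EC80 beta-PEA response and 100% = DMSO alone without agonist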
#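 System: CHO RD-HGA16 cells bearing hTAAR1. Reagent: EC80 β-phenethylamine stimulus. Schedule: seeding 17-24 h prior, 75-min 37 °C, 30-min RT dye loading. Signal: Fluo-8 intracellular calcium dye fluorescence, real-time kinetic reads. Read-out: % inhibition from peak post-agonist over basal fluorescence ratio. Benchmarks: vehicle wells and EC80 agonist wells. Replicates: n of 1.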
# TAAR1 agonist – human TAAR1 agonists, primary screen, Fluo-8 calcium fluorescence, CHO RD-HGA16 cells. 0.99% of 360,000 active. vehicle wells 0%, saturating PEA agonist 100%. Trace amine-associated receptor 1 (Homo sapiens), Q96RJ0. activation, % at 3 µM;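 active means activation above the mean activation of all test compounds in the run plus 3 SD, cut at about 38% in these data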
#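 System: CHO-derived RD-HGA16 cells with stable Gα16 and human TAAR1. Times: 17-24 h plating, Fluo-8 75 min 37 °C, 30 min RT. Measured by: calcium-sensitive Fluo-8 signal, excitation 470-495, emission 515-575 nm. Read-out basis: % activation relative to PEA EC100 response. Control set: DMSO and PEA EC100. Repeats: no replicates (n 1).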
# CHO parental Ca – ATP-evoked calcium signal inhibitors, parental CHO, primary screen, counter-screen for OX1R antagonist project, cell-based, fluorescence, Fluo-8 calcium dye; parental CHO-K1, ATP-induced calcium, Fluo-8 fluorescence; inhibition, % at 5.6 µM; 0.63% of 330,000 active; AID 463079, 2010;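 active means inhibition above that plate's mean sample inhibition plus 3 SD, cut at about 26% in these data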;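 further: 0% = ATP-challenged DMSO wells and 100% = DMSO wells without ATP; some compounds past the cut are filed as inactive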
#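 Assay system: parental CHO cells; Read-out basis: percent inhibition of ATP-evoked calcium rise, normalized to controls; Benchmarks: ATP and no-ATP DMSO wells; Compound dosing: single nominal dose of 5.6 µM per compound; Signal: Fluo-8 calcium dye fluorescence; Also added: ATP as calcium-mobilizing challenge; Repeats: singlicate.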
# M1 antag – human M1 muscarinic receptor antagonists, primary screen, CHO-K1 cells, Fluo-8 calcium fluorescence, 1536-well | inhibition, % at 3 µM | Muscarinic acetylcholine receptor M1 (Homo sapiens), P11229 | CHO-K1 hM1, ACh EC80 antagonist | 1.3% of 360,000 active;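 active means percent inhibition above its own plate's cutoff, namely the mean of that plate's compound wells plus 3 SD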;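 further: peak over basal fluorescence ratio during 140 s after agonist addition; 0% = ACh EC80 plus DMSO and 100% = DMSO alone without agonist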
# * marks the source's active call; other numbers are inactive results; . = no result given.
# Values run as follows: CHO-K1 Ca antag	CHO-K1 Ca ag	M1 PAM parental	CHRM1 agonist	OXTR potentiate	TAAR1 antagonist	TAAR1 agonist	CHO parental Ca	M1 antag
> COc1cccc(NS(=O)(=O)c2nc3nc(C)cc(C)n3n2)c1
 : 5	0.4	3	-3	-4	5	2	5	-13
> O=C(CN1CCN(Cc2ccccc2)CC1)NC(=O)NC1CCCCC1
 : -7	0.4	8	-6	-8	-7	10	-15	-5
> Cc1ccc(S(=O)(=O)N2CCN(C(=O)CCn3cncn3)CC2)cc1C
 : -10	0.2	6	-6	-8	11	-3	-12	-12
> Cc1ccc(OCc2ccc(C(=O)O)o2)cc1C
 : 0	0.7	-15	2	.	-20	4	.	-24
> COCc1cc(=O)[nH]c(SCC(=O)c2ccccc2)n1
 : 6	-0.1	-8	-2	2	-10	3	-1	-19
> CN(Cc1nnc(SCC(=O)NCCc2ccccc2)n1C)S(=O)(=O)c1ccccc1
 : -6	0.3	2	-4	6	-7	8	-23	-5
> Cc1cccc(NC(=S)NNc2ncc(C(F)(F)F)cc2Cl)c1
 : 4	4.5	-3	-1	-2	13	9	2	3
> COc1ccc2[nH]c(C(=O)O)c(NC(=O)c3ccccc3[N+](=O)[O-])c2c1
 : -7	-0.4	3	-1	2	-2	1	-4	-13
> CCCS(=O)(=O)N1CCCC(C(=O)N2CCN(C(=O)OCC)CC2)C1 (stereo not given)
 : 0	-0.1	-2	-4	-10	-2	1	-7	8
> CN(C)c1ccc(N=Nc2ccccc2C(=O)OCC(=O)NC2CCCC2)cc1
 : -8	1.0	12	-9	-3	20	2	-11	-15
> Cc1ccccc1CSc1nc2[nH]ncc2c(=O)[nH]1
 : -4	0.7	5	-3	-9	4	8	-2	5
> COc1cc(Cl)c(C)cc1NC(=O)CN1CCCCCC1
 : 5	-0.9	-7	-3	-4	-3	-1	-18	-12
> Nc1nonc1-n1nnc(C(=O)N/N=C/c2ccc(F)cc2)c1-c1ccc2c(c1)OCO2
 : -19	0.8	4	2	-8	-24	12	-13	-8
> CCn1c(C)nc2cc(S(=O)(=O)C(F)F)ccc21
 : -9	1.0	10	-4	-9	8	5	0	-4
> COC(=O)c1[nH]c2ccc(Cl)cc2c1NC(=O)c1ccccc1[N+](=O)[O-]
 : -5	1.9	20	0	-12	6	2	-10	-3
> COc1ccc(Cc2c(-c3ccc(OC)c(OC)c3)nc3ccc(C)cn23)c(C)c1
 : -3	0.2	-10	-6	.	-9	0	.	-8
> O=C(CN(CC1CCCO1)C(=O)CNS(=O)(=O)c1ccc(Cl)cc1)NC1CCCC1 (stereo not given)
 : -11	0.8	-2	-2	-11	-21	-1	-17	-10
> CN1CCN(C(=S)c2cn(Cc3cccc(F)c3)c3ccccc23)CC1
 : -9	2.8	11	14	-9	6	4	-17	-5
> CC1CC(=O)c2cn3c(nc2C1)nc1ccccc13 (stereo not given)
 : 12	-0.2	2	-5	-6	6	-1	-6	-4
> CCOc1ccccc1Nc1cc(C)c2cccc(C)c2n1
 : 6	-0.6	-10	-4	-5	-28	1	-27	-4
> Cc1cc(C)n(-c2ccc([N+](=O)[O-])cc2-c2nn[nH]n2)n1
 : -13	0.1	17	-1	-5	2	6	-5	-8
> Cc1cc(/C=C2\NC(=S)N(C)C2=O)ccc1N1CCCC1
 : 60*	76*	-18	55*	-20	83*	142*	53*	59*
> CCOc1ccc(-c2nnc(NC(=O)CCCOc3cccc(C)c3)o2)cc1
 : -10	1.0	15	-5	-10	11	4	-20	-2
> COCCNc1nnc(SCC(=O)NNC(=O)c2ccco2)s1
 : 0	0.9	-2	-2	-5	11	8	-15	-4
> COCc1cc(C)nc(N/N=C/c2ccc(-c3cc(C(=O)O)ccc3Cl)o2)c1C#N
 : .	.	.	.	-8	-8	3	-1	.
> CCn1c(Cn2nnc(-c3ccccc3)n2)nnc1SCC(=O)N1CCOCC1
 : 8	0.2	-4	-2	-2	4	14	-12	2
> Cc1ccc(N(C)C(=O)N2CCN(S(=O)(=O)c3c(C)cc(C)cc3C)CC2)cc1
 : 0	0.0	1	-1	-7	20	11	-29	-4
> CC/C(=N/OC(=O)c1cccc(C)c1)C(=O)c1cccs1
 : -1	0.3	1	-5	-13	0	4	-13	-4
> O=C(CSc1nc2ccccc2o1)NC(=O)NCc1ccccc1
 : 2	0.8	7	-4	-15	-6	5	-2	4
> COC(=O)c1ccccc1NC(=O)NCc1ccco1
 : -1	0.1	-5	-3	-5	11	-2	-19	-12
> C/C(=C\c1cccs1)C(=O)c1c(C)cc(C)[nH]c1=O
 : -11	0.2	14	-1	-6	-20	1	7	-14
> O=c1c(=O)n2c(nn1Cc1ccc(F)cc1)sc1ccccc12
 : 3	0.1	-9	0	-8	-13	0	-13	-5
> CC(C)(C)NC(=O)Cn1c(SCC(=O)N2CCCCCC2)nc2ccccc21
 : -8	0.4	7	-6	0	4	9	-24	-1
> CC(C(=O)O)n1nc2ccccc2n1 (stereo not given)
 : -4	0.7	9	-2	-4	-5	-3	-6	11
> CCCc1nc2ccc(NC(=O)c3ccco3)cc2c(=O)n1Cc1ccccc1Cl
 : -6	-0.1	10	-2	-4	38	17	-12	-8
> O=C(NCc1ccncc1)c1csc([C@@H]2C[C@H](O)[C@@H](CO)O2)n1
 : 7	-0.2	-11	-2	.	-21	2	.	6
> C=CCNC(=O)Cc1ccc(S(=O)(=O)N2CCOCC2)s1
 : -6	0.1	11	-2	-7	7	3	-10	0
> COC(=O)[C@]12CCCCC=C1N(Cc1ccccc1)C(=O)[C@H](CC(=O)NCc1cccc3ccccc13)C2
 : -6	1.4	-15	.	.	16	8	.	.
> O=C(Nc1cccc(S(=O)(=O)N2CCCCC2)c1)c1ccc(OCC2CCCO2)cc1 (stereo not given)
 : -6	6.9	-6	-7	-27	-1	7	-5	13
> Cc1c(C#N)c2ncnc(-c3ccccc3)c2n1-c1ccccc1
 : 1	2.3	-7	-5	0	21	9	-19	-6
> Cc1nc(-c2ccc(S(=O)(=O)Nc3cc(S(=O)(=O)N(C)C)ccc3C)s2)cs1
 : -16	3.1	19	-3	0	-8	4	-16	-12
> COc1ccc(OC)c(Cc2nnc(CCC(=O)NC3CCCCC3)o2)c1
 : -13	1.1	16	-3	-9	-1	1	-8	-11
> Cc1nc(S/C(=C\c2ccc(OCc3ccccc3Cl)cc2)C(=O)O)n[nH]1
 : 14	0.2	-4	-3	0	19	0	-7	-13
> CCc1nnc(NC(=O)CN2CCN(Cc3cccc(F)c3)CC2)s1
 : -2	-0.4	15	-1	-7	13	0	-8	-7
> O=C(NC1CCCCC1)C1CCN(C(=O)c2ccccc2Cl)CC1
 : -14	0.8	12	-2	-6	-21	7	8	-7
> Cc1ccc(CNC(=O)COC(=O)c2ccc(Cl)c(N)c2)cc1
 : 2	2.0	-7	-1	-5	3	-1	-20	-4
> CCN(CC)c1nc(N)n(CCSC(=S)N(C)C)c(=O)n1
 : -5	0.7	6	-6	-2	9	5	5	6
> CCN1C(=O)[C@H]2[C@@H](c3ccc(C)cc3)N3C(=O)N(c4ccccc4)C(=O)[C@@]3(C)[C@H]2C1=O
 : -12	1.6	19	5	-9	2	14	-20	-5
> COc1ccccc1N1CCN(C2CCCN(Cc3ccc(Cl)cc3)C2)CC1 (stereo not given)
 : -15	0.1	16	-9	-8	-15	3	-21	-1
> COc1ccc(/C=N/NC(=O)c2cccc([N+](=O)[O-])c2)cc1OC(=O)c1ccccc1
 : 3	2.0	2	-1	-19	18	13	-6	4
> O=S(=O)(c1ccc(N2CCOCC2)cc1)N1CCOCC1
 : 0	0.5	17	-5	-6	9	2	-6	-2
> CSc1nnnn1-c1ccc(C(=O)O)cc1
 : -6	0.6	23	-3	0	-15	5	-14	-5
> CN(C(=O)Cn1nc(Cl)ccc1=O)C1CCCN(Cc2ccccc2F)C1 (stereo not given)
 : 2	0.3	-1	-4	-9	-5	4	-4	-18
> CCOc1ccc(N2C(=O)CC(N(CCc3ccc(OC)cc3)C(=O)/C=C/C(=O)O)C2=O)cc1 (stereo not given)
 : -7	0.2	1	-2	-5	11	4	13	2
> Cc1cccc(C)c1NC(=O)CSC(=O)c1sc2ccccc2c1Cl
 : -6	0.1	9	-2	-4	-33	1	-1	-10
> Nc1cc(N2CCCCC2)c([N+](=O)[O-])cc1Cl
 : -3	0.8	14	-8	-7	-1	-2	-5	-11
> Cc1ccc2c(c1)P(=O)(O)c1cc(C)ccc1O2
 : -11	-0.1	10	-2	.	-10	6	.	-14
> Nc1cc(N)nc(SCC(=O)NNC(=O)c2ccc(Cl)cc2)n1
 : -6	0.2	20	-4	-4	-4	10	-3	-12
> O=C(Nc1ccccc1N(C(=O)c1ccco1)S(=O)(=O)c1cccs1)c1ccco1
 : 8	-0.3	-7	-3	-2	2	7	-10	0
> COc1ccc(N2CCN(C(=O)C(=O)c3c[nH]c4ccccc34)CC2)cc1
 : 8	2.9	-25	0	-7	-14	3	-8	9

# Next section:
# Values run as follows: CHO-K1 Ca antag	CHO-K1 Ca ag	M1 PAM parental	CHRM1 agonist	OXTR potentiate	TAAR1 antagonist	TAAR1 agonist	CHO parental Ca	M1 antag
> CCOC(=O)c1ccc2c(c1)nc(SCC(=O)c1ccco1)n2CC
 : -4	0.8	13	-5	-16	-17	4	-18	6
> CSc1ccccc1NC(=O)c1cc(Cl)sc1Cl
 : -7	12	14	-5	-2	16	9	-12	-4
> CC1(C)Cc2ccccc2C(=NCCCC(=O)O)N1
 : -15	-0.4	19	-2	2	-12	7	1	-27
> CCCC(=O)OCC(=O)Nc1ccc(OC(F)F)cc1
 : 5	0.3	5	-3	-1	3	14	-5	7
> CC1Cc2ccccc2N1C(=O)CSc1nc2ccccc2s1 (stereo not given)
 : -8	1.6	19	-9	-13	5	-2	-2	-6
> O=C(c1cc(-c2ccc(Cl)cc2)n[nH]1)N1CCN(C(=O)c2ccco2)CC1
 : -22	5.5	24	-1	-3	3	1	5	-3

# Compound activity as filed in PubChem.
